# Screening data from PubChem.
# HCMV antiviral: qHTS Assay for inhibitors of the human cytomegalovirus (HCMV); HFF cells, HCMV-luciferase reporter, 72 h; active compounds read low; activity change, negative = inhibition, % at 57.5 µM; 410,000 tested, 4.5% active; in the data active = activity change below about -60%; inconclusive = no clear call, values can overlap the other calls; inactive = above about -39%
#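 After 16 h attachment at 37C, HFF cells received test compound and HCMV-luciferase (1 PFU/cell); reporter luminescence read 72 h later, data normalized against buffer-only and known inhibitor Salinomycin.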
# AMA1-RON2 inh: qHTS for Inhibitors of AMA1-RON; Towards Development of Antimalarial Drug Lead: Primary Screen | 360,000 tested, 0.2% active | AID 720542, 2013 | AlphaScreen AMA1-biotinylated RON2 peptide binding | Potency, µM (top dose mostly 58.2 µM), for inactives: at the top dose activity change, negative = inhibition, actives largely listed as inhibitors; active = well fitted inhibition curve with a large enough effect; inconclusive = small, poorly fitted or top-dose-only effect; inactive = no such curve, though single readings can be large or run the other way;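 also: potency is read from the fitted curve at half-maximal effect; 0% = vehicle wells and -100% = peptide control; nearly all actives have a fitted effect of over 45% in size; some results filed as inactive show a strong effect at the top dose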
#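 AMA1 (3D7) with his tag at 25 nM final met compounds first, then biotinylated RON2 peptide at 25 nM; detection used donor plus acceptor beads, 10 µg/mL apiece, read by AlphaScreen after 30 min at room temperature.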
# * hit, by the source's call; ? = inconclusive; [ ] = dose if it differs, or a comment. Unless noted, % is scaled to controls: 0 for no effect and ±100 for the full control effect. The list is partial; count on the stated rates, not on these rows.
# The opening two compounds as a preview:
SMILES,HCMV antiviral,AMA1-RON2 inh
COC(=O)[C@H]1C[C@@]2(O)CN(S(=O)(=O)c3ccc(C)cc3)C[C@@]2(OC(=O)Nc2c(C)noc2C)C[C@H]1C(=O)OC,-15,19%
CC(=O)NCCNC(=O)C1(C)Cc2c(-c3cccc(NC(C)=O)c3)ccnc2O1 (stereo unspecified),-19,1%

# All compounds of this part, previewed entries included:
SMILES,HCMV antiviral,AMA1-RON2 inh
COC(=O)[C@H]1C[C@@]2(O)CN(S(=O)(=O)c3ccc(C)cc3)C[C@@]2(OC(=O)Nc2c(C)noc2C)C[C@H]1C(=O)OC,-15,19%
CC(=O)NCCNC(=O)C1(C)Cc2c(-c3cccc(NC(C)=O)c3)ccnc2O1 (stereo unspecified),-19,1%
COc1ccc(-n2nnnc2C(CCc2ccccc2)N2CCC3(CC2)C(=O)NCN3c2ccccc2)cc1 (stereo unspecified),-13,?
O=C(NCc1ccccc1)Nc1nnc([C@@H]2C[C@H](O)[C@@H](CO)O2)s1,-19,-11%
Cc1ccc(C(O)c2ncc(-c3ccc(Cl)cc3)[nH]2)c(C)c1 (stereo unspecified),?,-8%
O=C1NC[C@H](CCCCN2CCN(Cc3ccccc3)C(=O)C2=O)N(Cc2ccccc2)C1=O,4,-3%
CC(C)(C)NC(=O)C(c1ccccc1)n1c(=O)c(-c2ccccc2)nc2ccccc21 (stereo unspecified),36,-3%
NC(=O)c1cccc(-c2ccnc3c2CC(C(=O)NCc2ccccc2)O3)c1 (stereo unspecified),?,-4%
CCn1cc(/C=C(\NC(=O)c2ccccc2F)C(=O)N2CCN(C)CC2)c2ccccc21,6,-7%
CC1(C)ON=C(c2ccc(C(F)(F)F)cc2)NC1=O,-24,0%
C/C=C1\NC(=O)[C@H](C)NC(=O)[C@@H](NC(=O)[C@H](Cc2ccc(O)cc2)NC(=O)[C@@H](NC(=O)/C(C)=C/C)C(C)C)[C@@H](C)OC(=O)[C@H](CCCc2ccc(O)cc2)NC(=O)[C@@H](CCC(=O)O)NC1=O,-27,6%
C[C@@H]1CN([C@H](C)CO)C(=O)CCCn2cc(nn2)CO[C@H]1CN(C)C(=O)Nc1ccccc1,17,3%
COc1ccc(C(C)=O)cc1Cn1c(C)c(C(=O)NCc2ccc3c(c2)OCO3)sc1=O,23,1%
CC1(C)N=C(N)N=C(N)N1c1cc(Cl)ccc1Cl,-5,21%
O=C(NC1CC1)c1ccc2sc([C@H]3C[C@H](O)[C@@H](CO)O3)nc2c1,17,0%
COc1ccc(CCNC(=O)Nc2nc(C(N)CCc3ccccc3)cs2)cc1OC (stereo unspecified),12,20%
C=C(C)Cn1c2ccc(NC(=O)NCCc3cccs3)cc2c(=O)n1C,0,12%
CC(C)C[C@@H](CN1CCC[C@H]1CN1C(=O)C(=O)NC[C@@H]1Cc1ccccc1)N1C[C@H](Cc2ccccc2)N(CCc2ccccc2)C(=O)C1=O,-22,1%
Cc1ccc([C@@H]2CC(=O)[C@@H]3CN(S(=O)(=O)c4ccccc4C)[C@H](c4ccc(Cl)cc4)C[C@@H]3N2S(=O)(=O)c2ccc(C)cc2)cc1,-94*,-9%
Cc1ccc(S(=O)(=O)N(C)[C@H]2C[C@H]3c4[nH]c5ccccc5c4CCN3C[C@H]2[C@H](C)O)cc1,?,-20%
CCCCNC(=O)C1(C)CCCCN1C(=O)c1c(C)noc1C (stereo unspecified),-15,-1%
O=S(=O)(Nc1ccccc1N1CCCC1)c1ccccc1C(F)(F)F,-23,-16%
OCCN1CCN(c2ncnc3c2ncn3[C@H]2CN(Cc3cccc(C(F)(F)F)c3)C[C@@H](CO)O2)CC1,-62*,-2%
CC1(C(=O)NS(=O)(=O)Cc2ccccc2C(F)(F)F)CCN1C(=O)Cc1ccsc1 (stereo unspecified),4,-7%
COc1ccc(OC)c(NC(=O)Nc2nc(CN(C)C)cs2)c1,11,31%[activator]
CCN(CC)CCN(C)C(c1cc2ccccc2o1)c1nnnn1C(C)(C)C (stereo unspecified),-13,5%
CCCCn1nnnc1C(c1cccc(OC)c1OC)N1CCN(C/C=C/c2ccccc2)CC1 (stereo unspecified),-21,-23%
CC1=C(C(=O)N(C(C)C)C(C)C)CC(CC(=O)NCCCN(C)C)C(=O)N1Cc1ccc(F)cc1 (stereo unspecified),7,-2%
O=C(Nc1nnc([C@@H]2C[C@H](O)[C@@H](CO)O2)s1)c1c(F)cccc1F,-17,6%
C[C@H](CO)N1C[C@H](C)[C@@H](CN(C)Cc2ccc(Oc3ccccc3)cc2)Oc2cc(Br)ccc2S1(=O)=O,-10,-18%
Cc1ccc(Cc2c(-c3ccc(C#N)cc3)nc3ccc(Br)cn23)cc1,-7,0%
CCCCNC(=O)c1nc(C2CCNCC2)oc1-c1cccc(C(F)(F)F)c1,2,6%
Oc1ccc(O)c(C=NNC(=S)NC2CC3CC2C2C=CCC32)c1 (stereo unspecified),-40,81%[activator]
CCOC(=O)N(C)C[C@H]1OCc2cnnn2CCCC(=O)N([C@H](C)CO)C[C@H]1C,-13,1%
COC(=O)C[C@@H]1C=C[C@H](NS(=O)(=O)c2cccc(F)c2)[C@@H](CO)O1,-8,2%
CCc1nc2ccc(C(=O)N(C)CCCN(C)C)cn2c1N(C=O)CCC(C)C,?,15%
COc1ccc(CC(=O)NCCc2ccc3c(c2)OCO3)cc1OC,-23,-14%
CN1CCN(c2ncnc3c2ncn3[C@H]2CN(Cc3ccc(-c4ccccc4)cc3)C[C@@H](CO)O2)CC1,-16,-27%
CC(OC(=O)c1ccc(NC(=O)CC#N)cc1)C(=O)Nc1ccc(S(=O)(=O)N2CCCC2)cc1 (stereo unspecified),3,-6%
CC1=CC(C)(C(Cl)(Cl)Cl)C(C)=CC1=NO (stereo unspecified),-69*,4%
CN1CCN(C2CN(Cc3cn(Cc4ccc(F)cc4)nn3)S(=O)(=O)C2)CC1 (stereo unspecified),-21,1%
CCc1nc2ccc(C(=O)N3CCN(C(=O)c4ccco4)CC3)cn2c1N(CCC(C)C)CCN(C)C,-5,18%
CCCCCC(=O)N1C[C@@H](n2cc(-c3ccc(F)cc3)nn2)[C@H](O)C[C@@H]1c1ccc(C)cc1,-22,5%
COc1ccc(NC(=O)C[C@H]2C(=O)N(c3ccc(Br)cc3)C[C@@H]2CSC)cc1,2,1%
CC1CC(=O)c2cc(-c3ccccc3)oc2C1 (stereo unspecified),-33,0%
CCCNC(=O)N1C[C@H](O)COC[C@@H]2O[C@@H](CC(=O)NCCCN3CCOCC3)CC[C@H]21,11,1%
C=C(C)Cn1c2ccc(NC(=O)CCOCC)cc2c(=O)n1C,18,-5%
OC(c1cc(Cl)cc(Cl)c1)c1ncc(-c2ccccc2C(F)(F)F)[nH]1 (stereo unspecified),-11,13%
COc1ccc(CC(N)c2csc(NC(=O)NCCc3ccc(OC)c(OC)c3)n2)cc1 (stereo unspecified),-11,25%
Cc1cccc(C)c1NC(=O)C1(C)CN(S(C)(=O)=O)CC(=O)N1CCCN1CCOCC1 (stereo unspecified),-27,1%
CCCCN(C=O)c1c(CC)nc2c(OCC(=O)N3CCOCC3)cccn12,-29,42%[activator]
O=S1(=O)CC(N2CCN(CCO)CC2)CN1Cc1cn(Cc2cccc(C(F)(F)F)c2)nn1 (stereo unspecified),-1,6%
C#C[C@]1(O)CC[C@H]2[C@@H]3[C@H](O)C[C@H]4C[C@@H](O)CC[C@]4(C)[C@H]3CC[C@@]21C,15,8%
Cc1cc(Br)c2c(c1)[C@](O)(c1cn(C)c3ccccc13)C(=O)N2C,-22,-18%
Nc1ccn([C@@H]2O[C@H](C(=O)Nc3ccc(C(=O)N4CCCCC4)cc3)[C@@H](O)[C@H]2O)c(=O)n1,-9,0%
CC(C)OC(=O)N(C)C[C@@H]1OCc2cn(nn2)CCCC(=O)N([C@H](C)CO)C[C@H]1C,10,20%
Cc1ccc(S(=O)(=O)NC(=O)C2(C)CCN2C(=O)CCc2ccc(Cl)cc2Cl)nc1 (stereo unspecified),-10,95%[activator]
C[C@@H]1O[C@H](C2CCCC2)CC2=C1C(=O)OC(C)(C)O2,-22,3%
CCCCN(C)C(=O)c1sc(=O)n(Cc2cc(Cl)ccc2OC)c1C,38,14%
CCN1C(=O)[C@H]2[C@@H](c3ccc(C)cc3)N[C@]3(CCCN(Cc4cccn4C)C3=O)[C@H]2C1=O,-29,-3%

# Additional results
SMILES,HCMV antiviral,AMA1-RON2 inh
COc1cccc(CNC(=O)[C@@H]2CCCN2C(=O)[C@@H]2CCCN2C(=O)OC(C)(C)C)c1,7,-1%
O=C1Nc2ccccc2-c2nnnn2C1N1CCC(Cc2ccccc2)CC1 (stereo unspecified),7,2%
CCCNC(=O)c1cc(C2CCCCN2C(=O)c2cc(F)ccc2C)on1 (stereo unspecified),?,6%
CN(C)C(=O)CNc1ccn2nc(-c3cccc(OCCN4CCOCC4)c3)cc2n1,61,-2%
CC(C)COC(=O)N1Cc2ccccc2-n2nncc2C1,9,0%
O=C(NCC1CC1)c1cccc2c(-c3ccc(F)c(F)c3)coc12,-17,13%
COc1ccc(C(C)(O)c2nc(-c3cccc(O)c3)cs2)cc1 (stereo unspecified),34,-5%
COc1ccc(NC(=O)C[C@H]2C(=O)N(c3ccc(OC)cc3)C[C@@H]2C)cc1,3,12%
Nc1nc2ncccc2cc1C(=O)NC1CCCCC1,-15,-8%
COc1cc2c(cc1O)C(CSC)Cc1cc3c(cc1N(C)CC2)OCO3 (stereo unspecified),-26,?
COc1cc(CNC(=O)OC2CC3CC2[C@H]2CCCCN2C3=O)cc(OC)c1 (stereo partly specified),-25,8%
CCOC(=O)C1(C)CCN1C(=O)c1cccc(C#N)c1 (stereo unspecified),1,-3%
C[C@@H]1CCCCO[C@H](CN(C)C(=O)CCC(F)(F)F)[C@@H](C)CN([C@H](C)CO)C(=O)c2cc(NC(=O)c3ccncc3)ccc2O1,12,-14%
COc1ccc(CC(N)c2csc(Nc3nncc4ccccc34)n2)cc1 (stereo unspecified),-14,82%[activator]
CC(=O)Nc1ccc(-c2ccnc3c2CC(C)(C(=O)Nc2ccc(Cl)c(C(F)(F)F)c2)O3)cc1 (stereo unspecified),-20,-8%
CC(=O)OC[C@@H]1CN(Cc2ccccc2)C[C@H](n2cnc3c(N(C)C(C)C)ncnc32)O1,28,5%
CC1CC(=O)Nc2ccccc2N1C(=O)COc1ccccc1C(N)=O (stereo unspecified),44,-1%
COc1cc(NC(=O)Nc2nnc([C@@H]3C[C@H](O)[C@@H](CO)O3)s2)cc(OC)c1OC,-8,7%
COCCCn1c(SCC(=O)N2CCCC2=O)nc2ccccc2c1=O,-29,-4%
Cc1ccc(CCNC(=O)CN2C(=O)CSc3ccc(S(=O)(=O)N4CCOCC4)cc32)cc1,-27,-11%
C[C@H](CO)N1C[C@H](C)[C@@H](CN(C)S(=O)(=O)c2ccc3ccccc3c2)OCc2cnnn2CCCC1=O,-3,16%
CN1CCN(C(=O)C[C@H]2CC[C@H]3[C@@H](COC[C@@H](O)CN3Cc3cccc(F)c3)O2)CC1,15,-3%
O=C1NC[C@H](CCCCN2C[C@H](Cc3ccc(O)cc3)N(Cc3ccccc3)C(=O)C2=O)N(Cc2ccccc2)C1=O,10,-1%
COc1ccc(Cc2c(-c3cccc(Br)c3)nc3ccc(Cl)cn23)c(C)c1,43,-1%

# For reference, four of the compounds above:
SMILES,HCMV antiviral,AMA1-RON2 inh
C[C@H](CO)N1C[C@H](C)[C@@H](CN(C)S(=O)(=O)c2ccc3ccccc3c2)OCc2cnnn2CCCC1=O,-3,16%
CN1CCN(C(=O)C[C@H]2CC[C@H]3[C@@H](COC[C@@H](O)CN3Cc3cccc(F)c3)O2)CC1,15,-3%
O=C1NC[C@H](CCCCN2C[C@H](Cc3ccc(O)cc3)N(Cc3ccccc3)C(=O)C2=O)N(Cc2ccccc2)C1=O,10,-1%
COc1ccc(Cc2c(-c3cccc(Br)c3)nc3ccc(Cl)cn23)c(C)c1,43,-1%

# Next entries.
SMILES,HCMV antiviral,AMA1-RON2 inh
CC(C)c1cccc(-c2csc(C(O)c3ccccc3)n2)c1 (stereo unspecified),25,7%
Cc1noc(C)c1S(=O)(=O)N(C)C[C@H]1OCc2cnnn2CCCC(=O)N([C@H](C)CO)C[C@@H]1C,-5,0%
COCCN1C[C@@H](CO)O[C@@H](n2cnc3c(NCc4ccco4)ncnc32)C1,20,8%
Cc1ccc(C(=O)OCC(=O)NCc2ccccc2)s1,-23,-19%
CC1(C)CC(=O)C=C(c2ccc(COC(=O)C(c3ccccc3)c3ccccc3)cc2)C1=O,-1,-23%
O=C(Nc1ccc(OCCO)cc1)c1csc([C@@H]2C[C@H](O)[C@@H](CO)O2)n1,-16,-2%
COc1ccc(-c2c(C(=O)c3ccc(Br)cc3)[nH]c(N)c2C(=O)c2ccccc2)cc1OC,-23,10%
C[C@@H]1CN([C@H](C)CO)C(=O)CCCn2nncc2CO[C@@H]1CN(C)C(=O)Oc1cccc2ccccc12,-11,-5%
N#CC1C(=O)NC(=O)C(C#N)C12CCCCC2 (stereo unspecified),0,-8%
Cc1nc2ccc(C(=O)N(C)Cc3ccco3)cn2c1N(C)C(=O)CCc1ccccc1,-5,17%
O=C(C(O)c1ccccc1)N1CCN(S(=O)(=O)c2ccc(C(F)(F)F)cc2)CC1 (stereo unspecified),-4,-5%

# Two entries from above, with two lines to a compound.
# Each structure is followed by: HCMV antiviral, AMA1-RON2 inh
> Cc1noc(C)c1S(=O)(=O)N(C)C[C@H]1OCc2cnnn2CCCC(=O)N([C@H](C)CO)C[C@@H]1C
    -5, 0%
> COCCN1C[C@@H](CO)O[C@@H](n2cnc3c(NCc4ccco4)ncnc32)C1
    20, 8%
